Assay outcomes deposited in PubChem by National Center for Advancing Translational Sciences (NCATS).
Pin1 inh – human Pin1 inhibition; Q13526; Pin1 FP peptide displacement, HiFluor488, 10 min; Potency, µM (highest dose often 115 µM), for the others: at the top dose activity, negative = inhibition, actives largely listed as inhibitors; 0.009% of 390,000 active; AID 504891; active = well fitted inhibition curve with a large enough effect in the polarisation, with a control signal flat, not every such curve was filed as active; inconclusive = small, poorly fitted or top-dose-only effect, or effect the other way, or a change in a side signal; inactive = no such curve, though single readings can be large or run the other way; the % refers to the polarisation; also: % is scaled to controls: 0 for no effect and ±100 for the full control effect
BAZ2B inh – inhibitors of human BAZ2B bromodomain; AlphaScreen BAZ2B-H3K14Ac peptide displacement; AID 504333; 4.4% of 360,000 active; Potency, µM (highest dose often 114 µM), for inactives: at the top dose activity change, negative = inhibition, most hits filed as inhibitors; Q9UIF8; also: % is scaled to controls: 0 for no effect and ±100 for the full control effect; nearly all actives have a fitted effect of over 60% in size
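In this displacement format the biotinylated H3(5-23) peptide acetylated at Lys14 serves as ligand at 50 nM, with BAZ2B at 50 nM in PBS pH 7.4 containing 0.01% Tween-20. Donor and acceptor beads are 10 ug/mL final.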
JMJD2A Tudor inh – blocks the human JMJD2A Tudor domain. O75164. AlphaScreen JMJD2A-Tudor / H3K4me3 peptide binding. Potency, µM (titrated, usually from 114 µM), without a hit: top-dose activity change, negative = inhibition, actives largely listed as inhibitors. 4.4% of 390,000 active. AID 504339; also: % is scaled to controls: 0 for no effect and ±100 for the full control effect; nearly all actives have a fitted effect of over 50% in size
HP1b binding inh – inhibitors of HP1-beta chromodomain binding to methylated histone tails | P83916 | Potency, µM (highest dose often 114 µM), for the others: at the top dose activity change, negative = inhibition, most hits filed as inhibitors | AlphaScreen HP1-beta / biotin-H3K9me3 peptide binding | 0.56% of 390,000 active; also: nearly all actives have a fitted effect of over 70% in size; inactives centre near 23
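AlphaScreen: HP1-beta (50 nM) preformed 30 min with biotin-H3(1-18)K9me3 peptide (50 nM) in PBS pH 7.4, 0.01% Tween-20. Compound added for 30 min at RT, then streptavidin donor/nickel chelate acceptor beads (10 ug/mL) for 30 min.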
BLM inh – Bloom syndrome helicase (human) inhibition; recombinant BLM DNA unwinding, fluorescence dequenching; Potency, µM (titrated, usually from 56.1 µM), without a hit: at the highest dose activity change, negative = inhibition, most hits filed as inhibitors; 0.2% of 350,000 active;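 also: plate controls were vehicle for no effect and no enzyme for full effect; nearly all actives have a fitted effect of over 35% in size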
POLI inh – DNA polymerase iota (human) inhibition; Q9UNA4; Pol iota fluorescent replication assay, 10 min; Potency, µM (highest dose often 115 µM), for the others: top-dose activity, negative = inhibition, actives largely listed as inhibitors; 1% of 390,000 active
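Fluorescent replication assay read twice, at 0 min and 10 min after adding 50 nM (final) substrate. Enzyme (10 nM) and compounds were first incubated 15 min at room temperature; enzyme-free buffer wells were negative controls.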
G9a inh – blocks human histone lysine methyltransferase G9a; Q96KQ7; G9a H3K9 monomethylation, AlphaScreen, 2 h; Potency, µM (doses to about 102 µM), for the others: at the top dose activity, negative = inhibition, usual class: inhibitors; 8.8% of 350,000 active; AID 504332; also: % is scaled to controls: 0 for no effect and ±100 for the full control effect; nearly all actives have a fitted effect of over 75% in size
Target sequence (Q96KQ7 913-1193 limits assumed): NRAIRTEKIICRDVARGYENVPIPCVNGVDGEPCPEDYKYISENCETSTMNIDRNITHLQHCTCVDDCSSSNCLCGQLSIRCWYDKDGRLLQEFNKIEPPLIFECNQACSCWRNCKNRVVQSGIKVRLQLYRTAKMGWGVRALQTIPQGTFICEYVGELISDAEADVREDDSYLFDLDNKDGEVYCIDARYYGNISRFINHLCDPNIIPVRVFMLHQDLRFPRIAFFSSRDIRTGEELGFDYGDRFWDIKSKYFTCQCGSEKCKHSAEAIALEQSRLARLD
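Readings reflect AlphaScreen signal from monomethyl-H3K9 antibody detection. HMT at 20 nM; substrate b-H3K9 500 nM; cofactor SAM 20 uM; 2 h RT reaction; compounds tested as titrations in qHTS with 15 min preincubation.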
PGK inhibitor – blocks T. brucei phosphoglycerate kinase; AID 602233; 0.043% of 380,000 active; PGK/GAPDH coupled, Kinase-Glo luminescence, 60 min; Potency, µM (titrated, usually from 57.5 µM), without a hit: at the top dose activity change, negative = inhibition, actives largely listed as inhibitors; P07378; also: % is scaled to controls: 0 for no effect and ±100 for the full control effect; nearly all actives have a fitted effect of over 60% in size
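Luminescent ATP detection (Kinase-Glo Plus) follows a 60-minute room-temperature incubation, with wells lacking PGK as controls. Buffer: 100 mM TEA (pH 7.6), 5 mM MgCl2, 0.01% Tween-20. Coupling enzyme GAPDH (100 nM final) supplies unstable 1,3-BPG in-well.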
GLS inhibitor – glutaminase GLS (human) inhibition; GLS enzymatic activity, qHTS titration; Potency, µM (series often up to 45.5 µM), inactives show at the top dose activity change, negative = inhibition, hits mostly inhibitors; 0.21% of 410,000 active; AID 624170; also: % is scaled to controls: 0 for no effect and ±100 for the full control effect
Target sequence (O94925 whole entry, looked up): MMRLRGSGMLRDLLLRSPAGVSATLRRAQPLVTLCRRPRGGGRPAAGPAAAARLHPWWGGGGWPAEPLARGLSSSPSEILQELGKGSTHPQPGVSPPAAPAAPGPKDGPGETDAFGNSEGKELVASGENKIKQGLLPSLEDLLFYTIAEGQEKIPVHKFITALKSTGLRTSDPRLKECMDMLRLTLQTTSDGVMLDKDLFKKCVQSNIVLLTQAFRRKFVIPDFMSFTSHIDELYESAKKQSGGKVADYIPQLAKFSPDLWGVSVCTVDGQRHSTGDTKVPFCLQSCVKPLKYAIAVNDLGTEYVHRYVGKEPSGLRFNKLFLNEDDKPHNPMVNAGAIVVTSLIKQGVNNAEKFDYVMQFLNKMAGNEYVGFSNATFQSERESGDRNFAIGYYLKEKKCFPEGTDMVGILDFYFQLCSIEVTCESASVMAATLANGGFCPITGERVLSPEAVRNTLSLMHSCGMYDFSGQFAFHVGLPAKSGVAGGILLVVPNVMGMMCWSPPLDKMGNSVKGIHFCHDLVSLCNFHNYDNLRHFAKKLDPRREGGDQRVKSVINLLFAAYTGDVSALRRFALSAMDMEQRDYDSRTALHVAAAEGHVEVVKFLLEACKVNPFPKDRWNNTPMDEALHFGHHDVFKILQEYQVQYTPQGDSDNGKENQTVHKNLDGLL
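Compounds were pin-transferred onto hKGA, after which L-glutamine (1 mM solution) and a detection mix of glutamate oxidase, HRP and Amplex Red were added. Initial and 30 min RT fluorescence reads were collected.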
An asterisk follows results filed as active; i = inactive; u = inconclusive; x = no result given; [ ] = dose if it differs, or a comment. Unless noted, calls follow the shape of the dose curve; as a rule, active = well fitted curve in the direction sought with a large enough effect; inconclusive = small, poorly fitted or top-dose-only effect, or another doubt; inactive = no such curve, though single readings can be large; an effect the other way counts as inactive or inconclusive. Potency is read from the fitted curve at half-maximal effect.

canonical_smiles	Pin1 inh	BAZ2B inh	JMJD2A Tudor inh	HP1b binding inh	BLM inh	POLI inh	G9a inh	PGK inhibitor	GLS inhibitor
CN(c1ccccc1)S(=O)(=O)c1ccc(C(=O)Nc2ccncc2)cc1	1%	-1%	-22%	4%	x	-11%	-7%[59 µM]	-6%	3%
COc1ccc(-c2cc(C(=O)Nc3ccc(S(=O)(=O)Nc4ncccn4)cc3)c3ccccc3n2)cc1	3%	-2%	-11%	36%	-2%	-11%	u	-2%	1%
COC(=O)CSc1nnc(Cc2ccccc2)n1-c1ccc(C)cc1	-1%	-1%	-1%	52%	-10%	36%[activator]	14%[59 µM]	-1%	0%
O=C(Cc1ccc(Br)cc1)NC1CCCc2ccccc21 (stereo unspecified)	1%	-1%	-2%	27%	2%	-3%	9%	1%	1%
CC(=O)c1ccc(NC(=O)c2cc(C)nn2-c2ccccc2)cc1	0%	u	-9%	44%[activator]	-4%	19%	-2%[59 µM]	x	-1%
O=C(CN(Cc1ccco1)C(=O)Cn1nnc(-c2cccs2)n1)NCc1ccccc1	6%	-25%	-17%	-9%	-3%	-11%	u	0%	-1%
O=C(NC1CCCCC1)C1CCN(S(=O)(=O)c2cccc3nonc23)CC1	1%	3%	-11%	6%	-2%	17%	-12%	6%	1%
COc1cccc(CNC(=O)CCC2CCCN(C(=O)CCn3cncn3)C2)c1 (stereo unspecified)	1%	-14%	-5%	2%	-2%	96%[activator]	-30%	11%	1%
Cc1ccc(-c2noc(CN(C(=O)c3cccs3)C(C)C)n2)cc1	14%	0%	-3%	19%	-4%	u	13%[59 µM]	7%	0%
COc1ccc(Cl)cc1NC(=O)c1cc2c(s1)-c1ccccc1OC2	13%	87%[activator]	101%[activator]	56%[activator]	-9%	30%[activator]	109%[activator][59 µM]	-2%	2%
Cc1ccc(S(=O)(=O)NCC(C)NS(C)(=O)=O)cc1 (stereo unspecified)	-3%	9%	5%	23%	-1%	26%	6%[59 µM]	-1%	1%
CCOc1ccc(C(C(=O)NC2CCCC2)N(C(=O)CNC(=O)c2ccco2)c2cccnc2)cc1 (stereo unspecified)	2%	-13%	-5%	25%	-8%	67%[activator]	11%	-2%	2%
CCCC(=O)Nc1cc(OC)c(NC(=S)Nc2ccc(CC)cc2)cc1OC	-1%	x	-32%	-1%	x	12%	x	-11%	16%
CCOC(=O)c1ccc(NC(=O)NNC(=O)CCc2ccc(OC)cc2)cc1	-10%	-1%	-16%	25%	-2%	4%	x	-10%	11%
CCCN(Cc1ccccc1)C(=S)Nc1ccc(F)cc1	5%	-11%	-5%	22%	-7%	7%	16%	-29%	11%
O=C(NCc1ccc(F)cc1)c1ccc2c(c1)S(=O)(=O)c1ccccc1C2=O	-1%	x	u	-8%	x	-3%	x	-11%	0%
CC(C)Oc1nnnn1-c1ccccc1	-6%	5%	-9%	26%	-3%	-1%	2%	i	-6%
COc1ccc(C2(OC)Oc3cc(OC)ccc3C(=O)C2(O)OC)cc1 (stereo unspecified)	-5%	x	-13%	10%	x	-17%	x	-10%	3%
O=c1c2ccccc2oc2cc(NCCCN3CCOCC3)ccc12	-3%	-4%	-11%	33%	32%[activator]	25%	59%[activator]	-1%	8%
CC(C)C(=O)Nc1nc2cc3c(cc2s1)OCCO3	0%	-11%	-10%	5%	-1%	-6%	1%	-4%	2%
O=C(Nc1cccc([N+](=O)[O-])c1)N1CCCCCC1	-9%	-4%	-19%	17%	4%	-16%	x	-3%	12%
COc1ccc(C)cc1NC(=O)NCc1ccco1	2%	-32%	-14%[57.1 µM]	11%	-6%	106%[activator]	-28%	-5%	-9%
Cc1oc2c(CN3CCOCC3)c(O)ccc2c(=O)c1-c1ccc(Cl)cc1	-1%	-4%	-14%	43%[activator]	-2%	8%	x	-6%	15%
O=C(NCc1ccc(F)cc1)c1c(O)nc2ccccn2c1=O	5%	-2%	8%	46%[activator]	0%	6%	14%[59 µM]	-1%	2%
COc1ccc(CN2C[C@]3(CO)O[C@@H](CO)C[C@@H]3S2(=O)=O)cc1	0%	x	-2%	43%[activator]	x	24%	x	-2%	4%

Next compounds:
canonical_smiles	Pin1 inh	BAZ2B inh	JMJD2A Tudor inh	HP1b binding inh	BLM inh	POLI inh	G9a inh	PGK inhibitor	GLS inhibitor
CCOc1ccc(C2CC(c3ccc(CC)cc3)n3nc(N)nc3N2)cc1 (stereo unspecified)	-1%	-23%	-36%	-8%	-10%	-15%	-40%[59 µM]	-5%	19%
CCCS(=O)(=O)Nc1cc(C(F)(F)F)ccc1OCCOC	2%	-9%	5%	12%	-5%	101%[activator]	u	-3%	x
COc1cc2c(cc1OC)[C@@H](NC(=O)COc1ccccc1)[C@H](OCc1ccccc1)C2	1%	x	-11%	54%[activator]	x	25%	x	-3%	1%
COc1ccc(NC(=O)Cn2c(=O)n(-c3ccc(CC(=O)NCC4CCCO4)cc3)c(=O)c3ccccc32)c(OC)c1 (stereo unspecified)	-1%	1%	-5%	24%	1%	16%	-3%[59 µM]	-8%	5%
CCOC(=O)C1CCN(S(=O)(=O)c2cccc(-c3csc(C)n3)c2)CC1	-1%	2%	-6%	14%	-1%	1%	u	1%	8%
O=C(N[C@H]1C/C=C\C[C@@H](CC(=O)N(CCO)Cc2ccccc2)C(=O)N[C@H](Cc2c[nH]c3ccccc23)COC1=O)OCC1c2ccccc2-c2ccccc21	18%	x	u	3%	x	u	x	i	-3%
Cc1ccc(S(=O)(=O)N(C)C)cc1NC(=O)c1cc(=O)c2ccccc2o1	0%	-27%	-14%	16%	-2%	129%[activator]	u	-3%	-12%
CCOC(=O)C1=C(CBr)NC(=O)NC1C (stereo unspecified)	-8%	50µM*	u	31%	1%	13%	28µM*	i	0%
O=C(Nc1ccc2nc(-c3cccnc3)[nH]c2c1)C1CCCCC1	-3%	-1%	-11%	24%	-9%	-1%	0%[59 µM]	-5%	-17%
CCCC(CCC)C(=O)Nc1cccc(C(=O)O)c1	-1%	-6%	-12%	9%	-11%	25%	-15%[59 µM]	-1%	3%
CCN(CC)S(=O)(=O)c1ccc(/C=C/C(=O)OCC(=O)Nc2ccc(S(N)(=O)=O)cc2)cc1	3%	10%	-15%	6%	-14%	64%[activator]	28%[59 µM]	i	6%
COc1ccc(C2C3=C(CCCC3=O)Nc3nc(C(F)(F)F)nn32)cc1OC (stereo unspecified)	-10%	11%	-8%	25%	2%	13%	-7%[59 µM]	13%	45%[activator]
CCOc1ccccc1N1CCN(C(=O)c2ccc(Cl)c(S(=O)(=O)N3CCCCC3)c2)CC1	0%	-10%	u	1%	x	11%	u	i	7%
Cc1ccc(OCC(=O)NCC(=O)Nc2ccc(F)cc2)c([N+](=O)[O-])n1	5%	-3%	-4%	39%[activator]	1%	21%	11%[59 µM]	-16%	-8%
Cc1ccccc1OCC(=O)Nc1ccc(C(N)=O)cc1	1%	3%	-2%	35%	2%	28%	16%	-2%	4%
COc1ccc(CNC(=O)c2nnn(-c3cccc(C(F)(F)F)c3)c2N)cc1	5%	-15%	-16%	22%	-8%	140%[activator]	23%[59 µM]	1%	-17%
COC(=O)[C@]1(C)N[C@H](CN(C)S(=O)(=O)c2ccc(OC(F)(F)F)cc2)[C@@H]2C(=O)N(Cc3ccccc3)C(=O)[C@@H]21	5%	x	-10%	55%[activator]	x	7%	x	i	-5%
Cc1ccccc1NC(=O)CCc1c(C)nn(-c2ccc(N3CCOCC3)nn2)c1C	-7%	37%[activator]	-8%	71%[activator]	-1%	25%	5%	-9%	-21%
Cc1cc2cc(C(c3nnnn3Cc3ccco3)N3CCc4ccccc4C3)c(=O)[nH]c2cc1C (stereo unspecified)	u	45µM*	-35%	12%	-15%	17%	u	5%	1%
N#Cc1ccccc1COc1cccc2c1CCCC2O (stereo unspecified)	-2%	2%	-13%	73%[activator]	-1%	17%	11%[2.33 µM]	i	9%
O=C(CCC(=O)c1ccc(-c2ccccc2)cc1)Nc1cccnc1	29%	-9%	-12%	43%[activator]	-3%	-9%	50µM*	i	-7%
O=C(CCN1CCN(c2ccc(F)cc2)CC1)Nc1ccccc1F	7%	-6%	-19%	-1%	-9%	9%	-5%[12.7 µM]	-4%	-9%
Cc1cc(NC(=O)COc2coc(CN3CCN(c4ccccc4F)CC3)cc2=O)no1	-7%	-3%	2%	14%	x	39%[activator]	0%[0.501 µM]	-3%	2%
O=C(CCNS(=O)(=O)c1ccc(Cl)cc1)OCC(=O)N1CCN(C(=O)c2ccco2)CC1	-3%	10%	-1%	25%	x	30%	u	1%	1%
Cc1ccc(-c2csc3ncn(CC(=O)N4CCOCC4)c(=O)c23)cc1C	1%	-12%	-11%[11.4 µM]	-15%	3%	u	-32%	-7%	0%

3 entries already listed, sorted by the value under POLI inh, descending.
Molecule | POLI inh
O=C(CCNS(=O)(=O)c1ccc(Cl)cc1)OCC(=O)N1CCN(C(=O)c2ccco2)CC1 | 30%
O=C(CCN1CCN(c2ccc(F)cc2)CC1)Nc1ccccc1F | 9%
CCOc1ccc(C2CC(c3ccc(CC)cc3)n3nc(N)nc3N2)cc1 (stereo unspecified) | -15%

Remaining list, next part:
canonical_smiles	Pin1 inh	BAZ2B inh	JMJD2A Tudor inh	HP1b binding inh	BLM inh	POLI inh	G9a inh	PGK inhibitor	GLS inhibitor
CC(C)c1ccc(C(O)Cc2nc3ccccc3n2C)cc1 (stereo unspecified)	1%	-4%	-2%	12%	-3%	10%	-7%[59 µM]	3%	6%
COc1ccc(CN(C)C(=S)Nc2ccc(OC(F)F)cc2)cc1	-4%	5%	-4%	49%[activator]	-9%	u	-2%	-17%	-5%
COCCNC(=O)COc1ncnc2scc(-c3ccc(F)cc3)c12	2%	-5%	6%	18%	-4%	13%	-34%	1%	0%
Cc1ccc(N(C=NC#N)CC(=O)N2CCN(c3ccccc3)CC2)cc1	6%	-8%	-7%	35%	-4%	8%	-40%[12.7 µM]	-5%	43%[activator]

Some of the compounds tested, so the mix of outcomes need not match the whole.
